ALOX12 inh: blocks human arachidonate 12S-lipoxygenase. P18054. purified 12hLO, xylenol orange hydroperoxide absorbance. Potency, µM (doses to about 108 µM), for inactives: at the top dose activity change, negative = inhibition, actives largely listed as inhibitors. actives 1.1% (n = 580,000). AID 1671190; active = well fitted inhibition curve with a large enough effect; inconclusive = small, poorly fitted or top-dose-only effect, or another doubt; inactive = no such curve, though single readings can be large or run the other way
Target sequence (P18054 whole entry, looked up): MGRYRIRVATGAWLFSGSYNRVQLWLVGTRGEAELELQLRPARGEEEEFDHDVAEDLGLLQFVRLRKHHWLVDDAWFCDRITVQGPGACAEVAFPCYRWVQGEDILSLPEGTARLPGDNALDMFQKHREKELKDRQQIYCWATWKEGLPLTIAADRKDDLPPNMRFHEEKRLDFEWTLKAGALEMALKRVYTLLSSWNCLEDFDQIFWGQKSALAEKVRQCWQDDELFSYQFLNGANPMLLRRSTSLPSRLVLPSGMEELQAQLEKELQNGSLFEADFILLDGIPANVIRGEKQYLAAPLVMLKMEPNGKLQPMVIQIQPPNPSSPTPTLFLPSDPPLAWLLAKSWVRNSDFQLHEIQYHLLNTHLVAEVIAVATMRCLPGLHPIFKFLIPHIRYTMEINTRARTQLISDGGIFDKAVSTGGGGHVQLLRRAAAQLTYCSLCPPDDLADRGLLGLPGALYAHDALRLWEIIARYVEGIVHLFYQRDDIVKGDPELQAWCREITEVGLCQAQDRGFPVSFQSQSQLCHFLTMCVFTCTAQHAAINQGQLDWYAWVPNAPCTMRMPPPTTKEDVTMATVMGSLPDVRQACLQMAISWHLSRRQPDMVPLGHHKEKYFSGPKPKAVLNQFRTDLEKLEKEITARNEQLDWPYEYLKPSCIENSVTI
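Purified human 12hLO at 150 nM in 25 mM Hepes, 0.01% Triton X-100, pH 7.0, preincubated 15 min at room temperature with compound. Reaction started with 40 uM arachidonic acid, 30 min at room temperature. Hydroperoxide measured by Fe-xylenol orange, 573/405 nm absorbance ratio.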
Numbers without * were called inactive; ? = inconclusive; [ ] = another dose, or the depositor's remark. % is scaled to controls: 0 for no effect and ±100 for the full control effect; potency is read from the fitted curve at half-maximal effect. Some of the compounds tested. The share of hits here may be higher or lower than overall.

The opening 3 compounds, ahead of the listing:
SMILES | ALOX12 inh
CCOc1ccc2c(c1)S/C(=C\c1ccc(Cl)cc1)C(=O)N2 | ?
Cc1cc2oc(C(=O)N(Cc3ccccc3Cl)C3CCS(=O)(=O)C3)cc(=O)c2cc1Cl (stereo not drawn) | 3%
O=C(NCc1ccccc1F)C1CCN(C(=O)c2ncn3c2COC(c2ccc(F)cc2)C3)CC1 (stereo not drawn) | 2%

The list itself, previewed entries included:
SMILES | ALOX12 inh
CCOc1ccc2c(c1)S/C(=C\c1ccc(Cl)cc1)C(=O)N2 | ?
Cc1cc2oc(C(=O)N(Cc3ccccc3Cl)C3CCS(=O)(=O)C3)cc(=O)c2cc1Cl (stereo not drawn) | 3%
O=C(NCc1ccccc1F)C1CCN(C(=O)c2ncn3c2COC(c2ccc(F)cc2)C3)CC1 (stereo not drawn) | 2%
OC(c1cc(F)cc(Cl)c1)c1ncc(-c2cccc(C(F)(F)F)c2)[nH]1 (stereo not drawn) | -10%
CCOc1cccc(C(c2c[nH]c3ccccc23)c2c[nH]c3ccccc23)c1O | 4µM*
COC(=O)c1ccc(/C=N/OCc2cc(C(C)=O)ccc2OC)cc1 | 5%
Cc1nc2c(s1)C[C@@H]1[C@](C)(CO)[C@H](O)CC[C@@]1(C)[C@@H]2CC(=O)NCc1cccnc1 | 36%[activator][176 µM]
COc1ccc(C(=O)OCc2nc(N)c3ccccc3n2)c(O)c1 | 12%
COC(=O)CN(CC(=O)OC)NC(=O)CCC(=O)O | ?
CC(C)CNc1oc(-c2ccc([N+](=O)[O-])cc2)nc1C#N | -6%
CC1(C)OC(=O)C2=C(C[C@@H](C3CCCC3)O[C@H]2CCc2cccc(Cl)c2)O1 | -13%
N#CCc1ccc(OCC(O)Cn2cnc3cc(Cl)ccc3c2=O)cc1 (stereo not drawn) | -21%
CCN1c2cc(C(=O)Nc3cccc(OC)c3)ccc2C(=O)N2CCCC21 (stereo not drawn) | 11%
CCn1c(CC2CCN(S(=O)(=O)c3cccc(C)c3)CC2)nn(C)c1=O | 8%
O=C(c1cccc2[nH]ccc12)N1CCN(S(=O)(=O)c2cccc3nonc23)CC1 | 7%
CNC(=O)C(C)(C)N1CCC[C@H]1C(=O)N[C@@H](CO)CC(C)C | -4%[176 µM]
CCCOc1ccc(NC(=O)COc2ccccc2)c2cccnc12 | 29%
CC(=O)Nc1cccc(-c2cn(C)c(=O)n3cc(COc4ccnn4C)nc23)c1 | ?
COc1ccc(C)cc1S(=O)(=O)Nc1ccc(Nc2nc(C)cc(N3CCCC3)n2)cc1 | ?
CCCCCCN1C[C@@H](O)[C@H](n2cc(COC(=O)c3ccccc3)nn2)C[C@@H]1c1ccc(Cl)cc1 | 0%
Cc1cc(C(=O)NCC(=O)N2CCCCCNC(=O)CC2c2ccccc2)n(C)n1 (stereo not drawn) | 43%[activator]
CC1(C(=O)Nc2ccc3c(c2)OCCO3)CCN1C(=O)C/C=C/c1ccccc1 (stereo not drawn) | 7%
COCCO[C@H]1C(=O)N(C2CCN(C(=O)c3ccccn3)CC2)[C@H]1c1ccncc1 | 36%[activator]
Cc1ccsc1C(=O)N1CCC(CCC(=O)N2CCC(Cc3ccccc3)CC2)CC1 | 66%[activator]
CCCCN1C(=O)CCc2cc(NS(=O)(=O)CCC)ccc21 | -4%
COCCN1C(=O)c2cccn2CC1CNC(=O)NCc1ccccc1 (stereo not drawn) | 28%
FC(F)(F)c1cnc(Sc2nnc(-c3ccncc3)n2C2CC2)c(Cl)c1 | 17%
O=C(NC1CCCN(c2cc(-c3ccc(F)cc3)[nH]n2)C1)C1CCCC1 (stereo not drawn) | 2%
O=C(O)c1cccc(CN2CCN(c3ccc4nccn4n3)CC2)n1 | 7%
COc1ccc(-c2ccccc2-c2noc3ccccc23)cc1 | -3%
Cc1ccc(SCc2ccc(C(=O)Nc3c(C)cccc3C)cc2)cc1 | -18%
CN(C)CCN1CCN(C2CN(Cc3cn(Cc4cccc(C(F)(F)F)c4)nn3)S(=O)(=O)C2)CC1 (stereo not drawn) | ?
Cc1noc(C2CC3(CCN(C(=O)c4ccccn4)CC3)CN2C)n1 (stereo not drawn) | 5%
OC(c1ccccc1)(c1ccccc1)C1CCN(CCCOc2ccc(-c3cncnc3)cc2)CC1 | -9%
COc1ccc(NC(=O)Nc2ccc3nc(N4CCOCC4)cc(C)c3c2)cc1OC | -12%
CS(=O)(=O)N1CCC(C2CCN(C3CCOCC3)C2)CC1 (stereo not drawn) | 158%[activator]
CN1CCC(C(=O)N2CCCC3(Cc4ccccc4CN3C(=O)c3ccccc3)C2)CC1 (stereo not drawn) | 7%[6.33 µM]
CCCCn1cnc2c1c(=O)n(CC(=O)Nc1cccc(Cl)c1)c(=O)n2CCC | -61%
Cn1nc(C(=O)N2CCCCCCNC(=O)CC2)c2ccccc21 | 28%
CCN(CC)C(=O)CC[C@@H]1CNC(=O)[C@@H]2C[C@H](NC(=O)NC(C)C)CN12 | 47%[activator][176 µM]

Some values from the entries so far.
For ALOX12 inh, CN1CCC(C(=O)N2CCCC3(Cc4ccccc4CN3C(=O)c3ccccc3)C2)CC1 (stereo not drawn) is listed with 7%[6.33 µM]
For ALOX12 inh, O=C(O)c1cccc(CN2CCN(c3ccc4nccn4n3)CC2)n1 is listed with 7%
For ALOX12 inh, Cc1noc(C2CC3(CCN(C(=O)c4ccccn4)CC3)CN2C)n1 (stereo not drawn) is listed with 5%
For ALOX12 inh, CS(=O)(=O)N1CCC(C2CCN(C3CCOCC3)C2)CC1 (stereo not drawn) is listed with 158%[activator]
For ALOX12 inh, COCCO[C@H]1C(=O)N(C2CCN(C(=O)c3ccccn3)CC2)[C@H]1c1ccncc1 is listed with 36%[activator]

In another format: 3 of the compounds above
ALOX12 inh,molecule
2%,O=C(NC1CCCN(c2cc(-c3ccc(F)cc3)[nH]n2)C1)C1CCCC1 (stereo not drawn)
7%,O=C(O)c1cccc(CN2CCN(c3ccc4nccn4n3)CC2)n1
-3%,COc1ccc(-c2ccccc2-c2noc3ccccc23)cc1

Structures listed so far shown as hits in ALOX12 inh:
SMILES | ALOX12 inh
CCOc1cccc(C(c2c[nH]c3ccccc23)c2c[nH]c3ccccc23)c1O | 4µM*

The list goes on.
SMILES | ALOX12 inh
COC[C@@H]1CCCN1c1ccc2c(c1)O[C@@H](COCc1ccccc1)CN([C@@H](C)c1ccccc1)S2(=O)=O | 15%
COc1ccccc1NC(=O)N[C@H]1CC[C@@]23CCCN2C(=O)CCC[C@H]3[C@H]1C | ?
C=CCN(Cc1nc(-c2ccccc2)no1)Cc1nccn1C | 27%
N#Cc1cccnc1N1CCN(c2nccc(CCC(F)(F)F)n2)CC1 | -7%
N#Cc1ccc(CN2CCC3(COc4ccccc4C(=O)N3)C2)cc1 (stereo not drawn) | ?
Cc1cccc(NC(=O)CSC2=C(C#N)C3(CCC(C(C)(C)C)CC3)C(C#N)C(=O)N2)c1 (stereo not drawn) | -6%
Cn1c(NC(=O)c2ccc(Br)cc2)cc(=O)n(C)c1=O | ?
CN(C)C[C@@H]1CN(C2CCOCC2)C[C@H]1NC(=O)c1ccc2ccccc2n1 | 57%[activator]
CC[C@H]1CN(C(=O)c2ccnc(Cl)c2)CC[C@H]1CC(=O)NCc1ccc2c(c1)OCO2 | 25%
O=C(CCc1cccnc1)Nc1ccc(N2CCOCC2)cn1 | ?
COc1ccc(C(=O)NC(C(=O)NCC(C)C)C2CCN(C(=O)c3cccc(F)c3)CC2)cc1 (stereo not drawn) | 5%
CCOc1ccc(NC(=O)Cn2ccn3nc4c(c3c2=O)CC(C)CC4)cc1 (stereo not drawn) | -15%
CC(CNC(=O)Nc1ccc(C(F)(F)F)cc1)CN1CCN(C)CC1 (stereo not drawn) | -5%
CNC(=O)[C@H]1C[C@H](Oc2ccccc2)CN1C(=O)c1ccc(F)cc1 | 8%
CC1CN(Cc2cccn2-c2cccnc2)Cc2cc(Cl)ccc2O1 (stereo not drawn) | 4%
CCCNC(=O)NC(=O)CSc1nc2ccccc2o1 | 9%
C[C@@H](c1ccccc1)N1C[C@H](COCc2ccccc2)Oc2cc(N3CCC[C@H]3C(N)=O)ccc2S1(=O)=O | 4%
OCCc1ccc(Nc2cnc3ccc(N4CCOCC4)nn23)cc1 | 14%[176 µM]
O=C(c1ccccc1-c1nn[nH]n1)N1CCOCC(O)(CN2CCCC2)C1 (stereo not drawn) | 7%
O=C1Nc2ccccc2CC12CCN(Cc1ccncc1)CC2 | 0%[6.33 µM]
CC(OC(=O)c1nn(C)c(=O)c2ccccc12)C(=O)c1c[nH]c2ccccc12 (stereo not drawn) | ?
Cc1noc(C)c1CC(=O)N1CC[C@@H]2CN(S(C)(=O)=O)[C@@H]2C1 | 1%
CCc1nn2c(=O)cc(CNc3cc(F)ccc3F)nc2s1 | -18%
CC(C)CCN1CCC(N2CCN(C(=O)CCc3ccccc3)CC2)C1=O (stereo not drawn) | 3%
CCOC(=O)/C(C#N)=C1\SCC(C#N)S1 (stereo not drawn) | -44%
O=C(CN1CCN(c2ccc([N+](=O)[O-])c3cnccc23)CC1)Nc1ccccc1F | 11%
COc1ccc(-c2cc(N3CCC(NC(=O)c4cc(C)ccc4C)C3)n[nH]2)cc1 (stereo not drawn) | 2%
COCCOC1CN(C2CCN(C(=O)c3cnccn3)CC2)C12CCCCC2 (stereo not drawn) | 28%
Cc1cc(NC(C)C2CC3CCC2C3)n2ncnc2n1 (stereo not drawn) | ?
O=C(c1ccccc1F)N1CCC2(CC1)N=C(c1ccc(Cl)cc1)NO2 | -6%
Cc1cccc(OCC(=O)N2CCCN(c3cc(-c4ccc(Cl)cc4)[nH]n3)CC2)c1 | 19%
COCCN1C(=O)CCC2(C(=O)NCc3c(C)n[nH]c3C)CCCC=C12 (stereo not drawn) | 25%
CC(C)CC(=O)N1C[C@@H](Oc2ccccc2)C[C@H]1C(=O)N1CCOCC1 | 0%
O=C(NC1CCCN(c2cc(-c3ccccc3)[nH]n2)C1)c1cccc(Cl)c1 (stereo not drawn) | 46%[activator]
Cc1cc(O)c(C(=O)/C=C/c2ccccc2)cc1Cl | 5%
CC(C)c1ccc(CC(=O)N2CCCc3ncc(C(=O)NCCN(C)C)cc32)cc1 | 9%[176 µM]
Cc1cccc(Cn2c(NCCCN3CCOCC3)nc3c2c(=O)[nH]c(=O)n3C)c1 | 4%
Cc1c(Cl)cccc1NC(=O)C1CCCN(C(=O)Cc2cccc3ccccc23)C1 (stereo not drawn) | -9%
Cc1cc(C)cc(Cn2c3ccc(NC(=S)NC4CCCCC4)cc3c(=O)n2C)c1 | -10%
CN1CCc2c([nH]c3ccccc23)C12CCN(C(=O)c1ccccc1)CC2 | 8%
CNC(=O)NC(=O)COC(=O)c1csc(NCc2ccccc2)n1 | ?
COc1ccc(NC(=O)Cn2nc3n(c2=O)CCCC3)cc1OC | 46%[activator]
Cc1ccccc1[C@H]1[C@@H](C(=O)NCc2n[nH]c(=O)[nH]2)C[C@@](C)(C(=O)O)N1C | 2%
COc1cccc(CNC(=O)[C@H]2CCCN2C(=O)[C@H]2CCCN2C(=O)c2ccc(C)cc2)c1 | -13%
CC1CCc2c(sc3ncnc(N4CCS(=O)CC4)c23)C1 (stereo not drawn) | ?
O=C(CC1CCCN(c2cnn(CC3CC3)c(=O)c2)C1)NCc1ccncc1 (stereo not drawn) | 19%
OCC[C@@H]1C[C@H](O)[C@@H](O)[C@]2(OCc3ccc4ccccc4c32)O1 | 4%
Oc1cccc(Nc2nc(-c3ccc(F)cc3F)cs2)c1 | ?
COc1cccc(COC2CN(C(=O)CC3CCCC3)CC(=O)N(Cc3ccccn3)C2)c1 (stereo not drawn) | 37%[activator]
O=CN1CCN(C(C(=O)O)c2c[nH]c3cc(NC(=O)c4ccccc4)ccc23)CC1 (stereo not drawn) | -12%
CCCC(C)NC(=O)CN1CCN(c2oc(-c3ccco3)nc2C#N)CC1 (stereo not drawn) | -38%
COc1ccc(F)cc1C(=O)COC(=O)C1(c2ccc(Cl)cc2)CC1 | -27%
COc1ccc(-c2nnc(COC(=O)c3[nH]c(C)c(C(C)=O)c3C)o2)cc1 | -15%
COCCN1C(=O)c2cccn2CC1CNC(=O)Cc1ccccc1 (stereo not drawn) | -3%
Cc1ccc(N2CCN(C(=O)c3cc(-c4ccccc4O)n[nH]3)CC2=O)cc1 | 70%[activator]
COc1ccc(CNC(=O)N2CCc3nc(Nc4cc(OC)c(OC)c(OC)c4)ncc3C2)cc1 | ?
Cc1cccc(CNC(=O)C2CCCCC(=O)N2)c1 (stereo not drawn) | 20%
Cc1cccc(NC(=O)N2CCCC(c3nn(C)c(=O)n3C3CCCC3)C2)c1 (stereo not drawn) | 23%
CCCC(=O)Nc1scc(-c2ccc(OC)c(OC)c2)c1C(=O)OCC | 3%
COCC1CN(C2CCC2)CC12CCN(C(=O)C1CC=CC1)CC2 (stereo not drawn) | 31%[activator]
More entries
SMILES | ALOX12 inh
O=C(O)c1cc(Cl)ccc1F | -4%
CCOC(=O)C1CCCN(C(=O)c2cccc(Cl)c2)CC1 (stereo not drawn) | 13%
COc1cccc(NC(=O)COC(=O)COc2ccc3c(C)cc(=O)oc3c2)c1 | -12%
O=C(N[C@H](C(=O)N1CCC[C@H]1C(=O)NCCc1ccccc1Cl)c1ccccc1)c1ccccc1 | -5%
COc1ccc(-c2cc(N3CCCC(NC(=O)c4ccc5c(c4)OCO5)C3)n[nH]2)cc1 (stereo not drawn) | 11%
CN(C)c1cccc(-c2cnc(Nc3cncnc3)c3c2CCO3)c1 | 3%[176 µM]
COC(=O)[C@@]12C[C@@H](CC(=O)N3CCSCC3)C(=O)N(CCc3ccc(OC)c(OC)c3)C1=CCC(C)(C)C2 | 2%
Cc1noc(-c2ccc3c(c2)OCO3)c1C(=O)NCc1cc(F)cc(F)c1 | 1%
COc1ccc(C(=O)N2[C@@H]3CC[C@H]2CC(NC(=O)c2ccncc2)C3)cn1 (stereo partly drawn) | 33%[activator]
Cc1nnc2n1C(C)CN(C(=O)CCn1cnc3ccccc3c1=O)C2 (stereo not drawn) | 17%

Screening results from PubChem BioAssay.
